Screening data (PubChem BioAssay)
PolyA inh = inhibitors of polyadenylation in S. cerevisiae; S. cerevisiae SKY197-pL101 polyadenylation reporter, beta-gal luminescence; efflux-impaired pdr1/pdr3 knockout yeast; score 100 = 6 SD above DMSO; calls only at 12 µM; hit rate 0.02% among 300,000;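 active = lowest replicate activity score at least 50, where 100 means six control SD above control mean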;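 note: yeast exposed to compound for 9 h at 30 °C; higher score means more reporter readthrough which indicates perturbed polyadenylation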
GSK3A inh = inhibitors of human GSK-3 alpha kinase; AID 2650; hit rate 0.1% among 320,000; inhibition, % at 10 µM; ADP-Glo luminescence, 60 min;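 in the data active = inhibition above about 50%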;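 note: GST-tagged GSK-3 alpha with peptide substrate and 25 µM ATP; 0% = DMSO neutral wells and 100% = GW8510 positive control wells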
KCNK3 inh = human KCNK3 channel inhibition, primary screen. hit rate 0.84% among 340,000. AID 602410. CHO-KCNK3 thallium flux, FluxOR fluorescence; hits give low values. O14649. B-score at 10 µM;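 active = B-score under library mean minus 4 SD, starting fluorescence ratio at most library mean plus 5 SD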;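 note: more negative B-score means stronger inhibition of thallium flux through KCNK3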
Target sequence (O14649 whole entry, looked up): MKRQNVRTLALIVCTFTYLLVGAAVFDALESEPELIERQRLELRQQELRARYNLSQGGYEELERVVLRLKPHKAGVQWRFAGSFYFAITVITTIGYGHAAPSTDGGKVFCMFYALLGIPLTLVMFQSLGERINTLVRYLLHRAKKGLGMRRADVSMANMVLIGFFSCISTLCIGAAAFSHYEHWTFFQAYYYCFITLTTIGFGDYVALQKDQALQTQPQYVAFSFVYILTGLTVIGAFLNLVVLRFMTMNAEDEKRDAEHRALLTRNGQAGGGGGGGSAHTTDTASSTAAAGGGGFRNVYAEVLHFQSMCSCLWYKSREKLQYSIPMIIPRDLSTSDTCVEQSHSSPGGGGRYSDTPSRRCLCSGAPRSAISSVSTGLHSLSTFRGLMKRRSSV
hERG protect = compounds protecting human hERG from proarrhythmic drug block; Q12809; CHO-hERG, FluxOR thallium flux, dofetilide IC70 present; activation (rescue from dofetilide block), less the hit threshold, % at 10 µM; hit rate 0.51% among 310,000; AID 1511;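 active = activation above the mean of controls blocked by dofetilide plus 5 SD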;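 note: thallium influx through hERG after potassium depolarization seen as dye fluorescence rise; in these data hits start at about 4.7%; inactives centre near -7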
DYRK1A inh = inhibitors of rat Dyrk1A kinase; Q63470; ADP-Glo luminescence, NFATc1 peptide; inhibition, % at 12.5 µM; hit rate 0.43% among 310,000; AID 504441; in the data active = inhibition above about 50%;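 note: plate controls were vehicle with enzyme for no effect and no enzyme for full effect; many of its hits are not listed in these tables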
KCNK9 inh = blocks the human KCNK9 two-pore domain potassium channel | Q9NPC2 | HEK293 KCNK9, FluxOR thallium flux fluorescence; hits give low values | B-score at 10 µM | hit rate 1.2% among 310,000;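 active = ratio B-score over 3 SD below the library mean, with starting fluorescence within 5 SD of its mean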;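 note: negative B-score means less thallium flux so channel inhibition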
GSK3beta inhib = inhibitors of human GSK3beta kinase; P49841; GST-GSK3beta kinase, ADP-Glo luminescence, 60 min; hits give low values; activity score (negative = inhibition), % at 10 µM; hit rate 0.038% among 300,000; AID 2097;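 active = more than half of replicate wells score below -50%, meaning over 50% inhibition versus plate controls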;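 note: 0% = median DMSO wells and -100% = median GW8510 positive control wells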
Target sequence (P49841 whole entry, looked up): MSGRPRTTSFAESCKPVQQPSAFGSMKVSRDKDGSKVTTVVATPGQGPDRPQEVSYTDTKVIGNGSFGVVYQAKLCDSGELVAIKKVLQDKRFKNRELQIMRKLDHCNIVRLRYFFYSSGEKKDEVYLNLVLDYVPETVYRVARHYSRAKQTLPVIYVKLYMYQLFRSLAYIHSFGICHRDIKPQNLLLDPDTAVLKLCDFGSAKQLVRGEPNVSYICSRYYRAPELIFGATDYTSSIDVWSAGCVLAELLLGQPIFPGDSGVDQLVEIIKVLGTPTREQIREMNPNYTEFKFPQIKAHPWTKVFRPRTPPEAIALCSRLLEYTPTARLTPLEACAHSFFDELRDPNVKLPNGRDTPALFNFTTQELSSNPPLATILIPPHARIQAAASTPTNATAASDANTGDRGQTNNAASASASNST
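test system = GST-tagged human GSK3beta kinase, cell-free | reagent = 25 µM ATP with peptide substrate | dosing = one dose of 10 µM per compound | schedule = 60 min reaction, RT | detection = luminescent ADP-Glo measurement of ADP formed | control set = DMSO neutral wells and GW8510 at 20 µM as positive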
RGS4 pot = RGS4 potentiation or activation; B-score at 10 µM; hit rate 0.92% among 310,000; HEK293 M3R/inducible RGS4, carbachol calcium flux Fluo4; hits give low values; AID 463111;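 active = B-score of the integrated calcium signal more than 4 SD below the library mean, with starting fluorescence not abnormally high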;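 note: negative B-score means reduced calcium response which marks RGS4 activation or potentiation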
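test system = M3R-expressing HEK293 line, RGS4 induced by doxycycline | probe or stimulus = carbachol at ECmax as muscarinic agonist stimulus | timing = dye loading 30 min 37 °C, buffer rest 30 min RT | signal = calcium dye Fluo4 fluorescence | evaluation = B score from integrated fluorescence ratio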
RGS4 inh = human RGS4 inhibition | B-score at 10 µM | HEK293 M3R/RGS4 inducible, Fluo-4 calcium flux; hits give high values; triggered by carbachol at its EC20 | P49798 | hit rate 0.45% among 310,000;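 active = B-score, a plate-corrected calcium signal, over three deviations above library mean, with baseline fluorescence within five deviations of library mean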;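 note: RGS4 expression induced by doxycycline in cells with stable M3 receptor; B-score is computed from the integrated fluorescence ratio over baseline after carbachol; higher B-score means a larger calcium signal and so more RGS4 inhibition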
Target sequence (P49798 whole entry, looked up): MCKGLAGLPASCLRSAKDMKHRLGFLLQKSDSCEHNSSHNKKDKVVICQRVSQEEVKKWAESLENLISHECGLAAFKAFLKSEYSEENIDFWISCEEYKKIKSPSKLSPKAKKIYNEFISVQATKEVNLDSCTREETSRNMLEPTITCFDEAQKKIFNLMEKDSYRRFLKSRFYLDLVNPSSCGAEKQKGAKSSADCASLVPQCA
KCNQ1 pot = potentiators or activators of human KCNQ1 potassium channel; CHO-K1 KCNQ1, thallium flux FluxOR fluorescence; hits give high values; B-score at 10 µM; hit rate 0.35% among 310,000;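 active = fluorescence ratio B-score, a plate-corrected score, at least three library SD, with initial intensity B-score within 5 SD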
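Assay system: CHO-K1 cells stably expressing KCNQ1. Medium: assay buffer for compound exposure, DMSO matched across wells. Timing: 37 °C overnight plating, 90-min dark dye load, 20-min compound pretreatment. Signal: kinetic FluxOR fluorescence, 10 s baseline plus 110 s post-stimulus.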
KCNQ1 inh = human KCNQ1 channel inhibition; P51787; CHO-K1 KCNQ1, FluxOR thallium flux fluorescence; hits give high values; B-score at 10 µM; hit rate 1.3% among 310,000; AID 2642;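 active = compounds whose thallium flux B-score, printed positive for inhibition, exceeds three library SD while starting fluorescence stays within three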;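 note: channel opened by potassium depolarization with thallium stimulus after 20 min compound exposure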
* = called active by the depositor.

Results for Cc1ccc2[nH]cc(S(=O)(=O)c3ccc(C(C)C)cc3)c(=O)c2c1 ?
PolyA inh: inactive; GSK3A inh: 4.5; KCNK3 inh: inactive; hERG protect: -0.7; DYRK1A inh: 0.4; KCNK9 inh: inactive; GSK3beta inhib: -0.6; RGS4 pot: inactive; RGS4 inh: inactive; KCNQ1 pot: inactive; KCNQ1 inh: inactive

Results for O=C(O)c1ccc(CSc2ccccn2)cc1 ?
PolyA inh: inactive; GSK3A inh: 4.9; KCNK3 inh: inactive; hERG protect: -4.8; DYRK1A inh: -3.2; KCNK9 inh: inactive; GSK3beta inhib: 4.0; RGS4 pot: inactive; RGS4 inh: inactive; KCNQ1 pot: inactive; KCNQ1 inh: inactive

What do the screens show for `C=CCn1c(NCCO)nc2sc3c(c2c1=O)CCC3`?
PolyA inh: inactive; GSK3A inh: -1.4; KCNK3 inh: inactive; hERG protect: -17.0; DYRK1A inh: 4.4; KCNK9 inh: inactive; GSK3beta inhib: -0.5; RGS4 pot: inactive; RGS4 inh: inactive; KCNQ1 pot: inactive; KCNQ1 inh: inactive

Results for CCOC(=O)C1CCN(S(=O)(=O)c2ccc(CN3C(=O)c4cccnc4C3=O)cc2)CC1 ?
PolyA inh: inactive; GSK3A inh: 7.3; KCNK3 inh: inactive; hERG protect: -2.4; DYRK1A inh: 0.6; KCNK9 inh: inactive; GSK3beta inhib: -0.3; RGS4 pot: inactive; RGS4 inh: inactive; KCNQ1 pot: inactive; KCNQ1 inh: inactive

Results for C=CCn1c(SCC(=O)O)nnc1-c1ccc(C(C)(C)C)cc1 ?
PolyA inh: inactive; GSK3A inh: 1.0; KCNK3 inh: inactive; hERG protect: -0.6; DYRK1A inh: -5.3; KCNK9 inh: inactive; GSK3beta inhib: 2.3; RGS4 pot: inactive; RGS4 inh: inactive; KCNQ1 pot: inactive; KCNQ1 inh: inactive

Results for CN(C)c1cccc(C(=O)OCC(=O)NC2CCCC2)c1 ?
PolyA inh: inactive; GSK3A inh: 1.0; KCNK3 inh: inactive; hERG protect: -2.2; DYRK1A inh: 0.5; KCNK9 inh: inactive; GSK3beta inhib: -0.2; RGS4 pot: inactive; RGS4 inh: inactive; KCNQ1 pot: inactive; KCNQ1 inh: inactive

Results for CCc1c(-c2ccccc2)[n+](=O)c2c(n1[O-])CCC2 ?
PolyA inh: inactive; GSK3A inh: 1.5; KCNK3 inh: inactive; hERG protect: -4.2; DYRK1A inh: -2.5; KCNK9 inh: inactive; GSK3beta inhib: 1.6; RGS4 pot: inactive; RGS4 inh: inactive; KCNQ1 pot: inactive; KCNQ1 inh: inactive

What do the screens show for `COc1ccc(C(CC(=O)O)NC(=O)c2ccco2)cc1` (stereo not drawn)?
PolyA inh: inactive; GSK3A inh: -0.3; KCNK3 inh: inactive; hERG protect: -10.3; DYRK1A inh: 0.7; KCNK9 inh: inactive; GSK3beta inhib: -2.5; RGS4 pot: inactive; RGS4 inh: inactive; KCNQ1 pot: inactive; KCNQ1 inh: inactive

What do the screens show for `O=C(CNC(=S)N(Cc1ccccc1)Cc1ccccc1F)NCc1ccccc1`?
PolyA inh: inactive; GSK3A inh: -2.3; KCNK3 inh: inactive; hERG protect: -13.6; KCNK9 inh: inactive; GSK3beta inhib: -0.6; RGS4 pot: inactive; RGS4 inh: inactive; KCNQ1 pot: inactive; KCNQ1 inh: inactive

What do the screens show for `COc1ccc(COC(=O)c2cc(S(=O)(=O)N3CCCCC3)ccc2N2CCOCC2)cc1`?
PolyA inh: inactive; GSK3A inh: -1.8; KCNK3 inh: inactive; hERG protect: -13.8; DYRK1A inh: -5.5; KCNK9 inh: inactive; GSK3beta inhib: 0.5; RGS4 pot: inactive; RGS4 inh: inactive; KCNQ1 pot: inactive; KCNQ1 inh: inactive

Results for COc1ccc2oc(=N)c(C(=O)Nc3ccc(Br)cc3)cc2c1 ?
PolyA inh: inactive; GSK3A inh: -1.7; KCNK3 inh: inactive; hERG protect: -6.1; KCNK9 inh: inactive; GSK3beta inhib: 1.1; RGS4 pot: inactive; RGS4 inh: inactive; KCNQ1 pot: inactive; KCNQ1 inh: inactive

How did Nc1cccc(CCc2nc3ccccc3[nH]2)c1 do in these assays?
PolyA inh: inactive; GSK3A inh: 0.1; KCNK3 inh: inactive; hERG protect: -9.5; DYRK1A inh: -3.2; KCNK9 inh: inactive; GSK3beta inhib: -7.3; RGS4 pot: inactive; RGS4 inh: inactive; KCNQ1 pot: inactive; KCNQ1 inh: inactive

What do the screens show for `Cc1ccc(C)c(NC(=O)CCN2CCC(C)CC2)c1`?
PolyA inh: inactive; GSK3A inh: -0.6; KCNK3 inh: inactive; hERG protect: -17.0; DYRK1A inh: -4.1; KCNK9 inh: inactive; GSK3beta inhib: -0.7; RGS4 pot: inactive; RGS4 inh: inactive; KCNQ1 pot: inactive; KCNQ1 inh: inactive

Results for CC(C)c1ccc(N(CC(=O)N/N=C/c2ccc(OC3CSC3)cc2)S(=O)(=O)c2ccccc2)cc1 ?
PolyA inh: inactive; GSK3A inh: -3.4; KCNK3 inh: inactive; hERG protect: -8.5; DYRK1A inh: -4.6; KCNK9 inh: inactive; GSK3beta inhib: 2.6; RGS4 pot: inactive; RGS4 inh: inactive; KCNQ1 pot: inactive; KCNQ1 inh: inactive

What do the screens show for `COc1ccc2c(c1)CCc1c(C(=O)NCCc3ccc(OC)c(OC)c3)noc1-2`?
PolyA inh: inactive; GSK3A inh: -1.4; KCNK3 inh: inactive; hERG protect: -7.8; DYRK1A inh: 0.7; KCNK9 inh: inactive; RGS4 pot: inactive; RGS4 inh: inactive; KCNQ1 pot: inactive; KCNQ1 inh: inactive

How did Cc1ccc(C)c(NC(=O)C2CCCN(S(=O)(=O)c3cccnc3)C2)c1 (stereo not drawn) do in these assays?
PolyA inh: inactive; GSK3A inh: 1.6; KCNK3 inh: inactive; hERG protect: -7.0; DYRK1A inh: 1.2; KCNK9 inh: inactive; GSK3beta inhib: 1.2; RGS4 pot: inactive; RGS4 inh: inactive; KCNQ1 pot: inactive; KCNQ1 inh: inactive

Results for CCOC(=O)C1(Cc2cccc(F)c2)CCN(C(=O)c2cscn2)CC1 ?
PolyA inh: inactive; GSK3A inh: 0.9; KCNK3 inh: inactive; hERG protect: -6.3; DYRK1A inh: -1.2; KCNK9 inh: inactive; GSK3beta inhib: -4.4; RGS4 pot: inactive; RGS4 inh: inactive; KCNQ1 pot: inactive; KCNQ1 inh: inactive

Results for CN(C)/C(CN1CCCCC1)=C1\N=C(c2ccccc2)OC1=O ?
PolyA inh: inactive; GSK3A inh: -1.6; KCNK3 inh: inactive; hERG protect: -9.9; DYRK1A inh: 0.7; KCNK9 inh: inactive; GSK3beta inhib: -1.1; RGS4 pot: inactive; RGS4 inh: inactive; KCNQ1 pot: inactive; KCNQ1 inh: inactive

What do the screens show for `COc1ccc(NC(=O)C2CCC(CNS(=O)(=O)c3csc(C(N)=O)c3)CC2)cc1OC` (stereo not drawn)?
PolyA inh: inactive; GSK3A inh: 7.1; KCNK3 inh: inactive; hERG protect: -2.3; DYRK1A inh: -2.9; KCNK9 inh: inactive; GSK3beta inhib: 2.8; RGS4 pot: inactive; RGS4 inh: inactive; KCNQ1 pot: inactive; KCNQ1 inh: inactive

Results for O=C(NCc1ccc2c(c1)OCO2)C1CCC(=O)N1C1CCCCC1 (stereo not drawn) ?
PolyA inh: inactive; GSK3A inh: -2.9; KCNK3 inh: inactive; hERG protect: -8.3; DYRK1A inh: 1.1; KCNK9 inh: inactive; GSK3beta inhib: -1.4; RGS4 pot: inactive; RGS4 inh: inactive; KCNQ1 pot: inactive; KCNQ1 inh: inactive

What do the screens show for `Cc1cccc(C)c1OCC(=O)N/N=C/c1cccn1C`?
PolyA inh: inactive; GSK3A inh: -2.2; KCNK3 inh: inactive; hERG protect: -2.3; DYRK1A inh: -6.7; KCNK9 inh: inactive; GSK3beta inhib: -3.9; RGS4 pot: inactive; RGS4 inh: inactive; KCNQ1 pot: inactive; KCNQ1 inh: inactive

Results for CC(=O)c1ccc(NC(=O)C2C3CCC(C3)C2C(=O)O)cc1 (stereo not drawn) ?
PolyA inh: inactive; GSK3A inh: -2.3; KCNK3 inh: inactive; hERG protect: -10.5; DYRK1A inh: -4.9; KCNK9 inh: inactive; GSK3beta inhib: 2.8; RGS4 pot: inactive; RGS4 inh: inactive; KCNQ1 pot: inactive; KCNQ1 inh: inactive

How did COc1ccc(NC(=O)c2ccc3c(SCC(=O)O)c4c(nc3c2)CCCC4)c(OC)c1 do in these assays?
PolyA inh: inactive; GSK3A inh: -1.1; KCNK3 inh: inactive; hERG protect: -7.5; DYRK1A inh: 2.1; KCNK9 inh: inactive; GSK3beta inhib: 1.2; RGS4 pot: inactive; RGS4 inh: inactive; KCNQ1 pot: inactive; KCNQ1 inh: inactive

What do the screens show for `CCCOc1ccc(C(=O)Nc2nc(C)c(Cc3ccc4c(c3)OCO4)s2)cc1`?
PolyA inh: inactive; GSK3A inh: -0.3; KCNK3 inh: inactive; hERG protect: -6.3; DYRK1A inh: 1.9; KCNK9 inh: inactive; GSK3beta inhib: 1.6; RGS4 pot: inactive; RGS4 inh: inactive; KCNQ1 pot: inactive; KCNQ1 inh: inactive

What do the screens show for `Cc1ccc(Nc2c(-c3ccccc3O)nc3cnccn23)cc1`?
PolyA inh: inactive; GSK3A inh: 0.2; KCNK3 inh: -9.18*; hERG protect: -11.8; DYRK1A inh: 3.9; KCNK9 inh: inactive; GSK3beta inhib: -3.5; RGS4 pot: inactive; RGS4 inh: inactive; KCNQ1 pot: inactive; KCNQ1 inh: inactive

What do the screens show for `C=C(C)CNC(=S)NNC(=O)c1cc(C)oc1C`?
PolyA inh: inactive; GSK3A inh: 0.5; KCNK3 inh: inactive; hERG protect: -3.5; DYRK1A inh: -5.1; KCNK9 inh: inactive; GSK3beta inhib: -3.7; RGS4 pot: inactive; RGS4 inh: inactive; KCNQ1 pot: inactive; KCNQ1 inh: inactive

How did COC(=O)c1c(C(=O)OC)c(-c2ccc(C)cc2)n2c1CCC2 do in these assays?
PolyA inh: inactive; GSK3A inh: 4.2; KCNK3 inh: inactive; hERG protect: -6.7; DYRK1A inh: -0.9; KCNK9 inh: inactive; GSK3beta inhib: 3.7; RGS4 pot: inactive; RGS4 inh: inactive; KCNQ1 pot: inactive; KCNQ1 inh: inactive

These rows are one share of the data; rates above refer to the full screens.
